14-3-3 PPI – 14-3-3 gamma protein interaction modulation; FP, 14-3-3gamma / TMR-pS259-Raf peptide binding; inhibition, % at 40 µM; 160,000 tested, 0.19% active; AID 422; in the data active = inhibition above about 30%;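 note: 0% = protein plus tracer without compound and 100% = blank with tracer alone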
Target sequence (P61981 whole entry, looked up): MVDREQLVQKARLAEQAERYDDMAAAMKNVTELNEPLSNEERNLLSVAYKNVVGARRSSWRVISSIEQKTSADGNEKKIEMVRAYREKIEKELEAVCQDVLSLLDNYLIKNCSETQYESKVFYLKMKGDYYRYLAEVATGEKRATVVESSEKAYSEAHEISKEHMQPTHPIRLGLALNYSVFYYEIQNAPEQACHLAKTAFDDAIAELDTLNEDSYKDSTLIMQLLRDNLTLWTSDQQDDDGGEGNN
* marks the source's active call; other numbers are inactive results; & = joins results of further samples. An excerpt (hit frequency here may not be typical).

canonical_smiles	14-3-3 PPI
Cc1ccc(C)c(-c2csc(NC(=O)c3ccc(C#N)cc3)n2)c1	-15
Cc1ccc(C)c(COc2ccc3c4c(c(=O)oc3c2)CCCC4)c1	3
O=C(NCCCNCc1ccccc1)/C(=N\O)c1ccccc1	2
O=C(NCCCn1ccnc1)C(Cc1ccccc1)N1C(=O)c2ccccc2C1=O (stereo not drawn)	-4
COc1ccc2oc(=O)c(C(=O)N3CCCc4ccccc43)cc2c1	-9
COC(=O)CSc1nnc2n(-c3ccccc3)c(=O)c3c4c(sc3n12)COC(C(C)C)C4 (stereo not drawn)	-2
Cc1c(C(=O)Nc2nc3ccccc3s2)sc2ncn(CC(=O)N3CC(C)CC(C)C3)c(=O)c12 (stereo not drawn)	-19
C=CCSc1nnc2c(n1)OC(c1cc([N+](=O)[O-])ccc1OC)Nc1ccccc1-2 (stereo not drawn)	-3
COC(=O)C(CCCCN1C(=O)C2C3C=CC(C3)C2C1=O)N1C(=O)C2C3C=CC(C3)C2C1=O (stereo not drawn)	-2
Cc1ccc2nc(Nc3cccc(C(=O)O)c3)nc(-c3ccccc3)c2c1	-12
O=S(=O)(c1cccs1)N1CCN(CC=Cc2ccccc2)CC1	-6
Clc1cccc(Cl)c1Cn1nnc(-c2cccs2)n1	-2
COC(=O)c1cc2c(=O)n3ccccc3nc2n(C)c1=N	1
O=C(c1cc2nc(-c3ccco3)cc(C(F)(F)Cl)n2n1)N1CCCCCC1	-10
COc1cc(-c2ncnn2-c2cccc(Cl)c2C)ccc1OCc1ccccc1	2

Part of the list above, field by field.
canonical_smiles: Cc1c(C(=O)Nc2nc3ccccc3s2)sc2ncn(CC(=O)N3CC(C)CC(C)C3)c(=O)c12 (stereo not drawn)
  14-3-3 PPI: -19

canonical_smiles: C=CCSc1nnc2c(n1)OC(c1cc([N+](=O)[O-])ccc1OC)Nc1ccccc1-2 (stereo not drawn)
  14-3-3 PPI: -3

canonical_smiles: COC(=O)C(CCCCN1C(=O)C2C3C=CC(C3)C2C1=O)N1C(=O)C2C3C=CC(C3)C2C1=O (stereo not drawn)
  14-3-3 PPI: -2

canonical_smiles: Cc1ccc2nc(Nc3cccc(C(=O)O)c3)nc(-c3ccccc3)c2c1
  14-3-3 PPI: -12

(cont.)
canonical_smiles	14-3-3 PPI
O=c1[nH]c(=O)n(Cc2ccccc2)c2c1C(C(F)(F)F)(C(F)(F)F)N=C(c1ccco1)N2	-45
CN(C)c1nc2n(c(=O)n1)CCS2	2
c1ccc(-n2c(SCc3ccncc3)nnc2-c2ccco2)cc1	-2
Cc1c(C(=O)OCC(C)C)[nH]c2c1C(=O)CCC2	-12
CC1(C)CC(=O)N(CC(=O)N2CCN(c3ncccn3)CC2)c2ccccc2S1(=O)=O	5
CCN(c1cccc(C)c1)c1ncnc2c1cnn2-c1ccc(C)cc1C	-9
CCOC(=O)N1CCC(NC(=O)c2cccc3c2C(=O)N(Cc2cccnc2)C3)CC1	-5
Fc1cccc(-c2nnc3n2N=C(c2ccc(Cl)s2)CS3)c1	-2
Cc1cccc(C)c1OCc1nnc(SCC(=O)NCc2ccccc2)o1	-5
CC1CCc2sc3nc(NCc4ccco4)n4ncnc4c3c2C1 (stereo not drawn)	-16
O=c1oc2c3c4c(cc2c2c1CCC2)OCCN4CCC3	-3
COc1ccc(CN2CCN(C(=O)C3CC(=O)N(C4CCCCCC4)C3)CC2)c(OC)c1OC (stereo not drawn)	4&-3
N#Cc1ccc(CSc2nnc(Nc3ccccc3)s2)cc1	-1
Cc1cc(C)c2c(n1)sc1c(C)c3c(nc12)CCC3	-10
CCC(=O)N1c2ccc(S(=O)(=O)N3CCc4ccccc4C3)cc2CC1C (stereo not drawn)	-1

canonical_smiles	14-3-3 PPI
CC12CC(NC(=O)N1c1cccc(Cl)c1)c1cc(Br)ccc1O2 (stereo not drawn)	-2
COC(=O)Cn1c(C(F)(F)F)nc2ccccc21	2
COc1ccc(-c2nc3nc(C)cc(=O)n3[nH]2)cc1	0
O=C(CCn1nc(-c2ccccc2)ccc1=O)NCCCN1CCOCC1	-2
CC1=C(C(=O)OCc2ccccc2)C(c2ccccc2Br)C2=C(CC(c3ccccc3)CC2=O)N1 (stereo not drawn)	-6
COc1ccccc1Nc1ncnc2sc(C)c(S(=O)(=O)N3CCOCC3)c12	-4
Cc1cc(N2CC(C)CC(C)C2)nc2ccc(NC(=O)CCC(=O)N3CCCC(C)C3)cc12 (stereo not drawn)	-11
CCCC1=C(C(=O)OCC)C(c2ccccc2Cl)NC(=O)N1C (stereo not drawn)	10
CCCS(=O)(=O)N1CCCC(C(=O)NC(C)c2ccc3c(c2)OCCO3)C1 (stereo not drawn)	-4&2
COc1cc2c(=O)n(-c3ccc(C)cc3)c(=O)n(CC(=O)Nc3ccccc3)c2cc1OC	-5
COC(=O)c1ccc(OCC2c3cc(OC)c(OC)cc3CCN2C(=O)c2cccc([N+](=O)[O-])c2)cc1 (stereo not drawn)	0
COc1ccc(OC)c(N(CC(=O)Nc2ccc(C)c(C)c2)S(=O)(=O)c2ccccc2)c1	0
O=C1N(Cc2ccc3c(c2)OCO3)c2ccccc2C1(O)c1c[nH]c2ccccc12 (stereo not drawn)	-6
CN(c1ccccc1)S(=O)(=O)c1ccc(C(=O)OCC(=O)N2CCOCC2)cc1	-4
O=C(NCc1ccc2c(c1)OCO2)c1ccc(CS(=O)(=O)c2ccc(Br)cc2)o1	-2

In a second layout: two of the compounds above
CCC(=O)N1c2ccc(S(=O)(=O)N3CCc4ccccc4C3)cc2CC1C (stereo not drawn)
  14-3-3 PPI: -1
COc1ccc2oc(=O)c(C(=O)N3CCCc4ccccc43)cc2c1
  14-3-3 PPI: -9

Ordered by SMILES length (high to low): part of the list above.
canonical_smiles	14-3-3 PPI
COc1ccc(OC)c(N(CC(=O)Nc2ccc(C)c(C)c2)S(=O)(=O)c2ccccc2)c1	0
CC12CC(NC(=O)N1c1cccc(Cl)c1)c1cc(Br)ccc1O2 (stereo not drawn)	-2
O=C(CCn1nc(-c2ccccc2)ccc1=O)NCCCN1CCOCC1	-2

(further entries)
canonical_smiles	14-3-3 PPI
O=C(c1ccc(Cl)cc1)N1N=C2CCCCC2C1(O)C(F)(F)F (stereo not drawn)	5
Cn1c(SCC(=O)c2ccc(Cl)cc2)nc2c1c(=O)[nH]c(=O)n2C	7
CCOc1cc([N+](=O)[O-])cc(C=Nc2cccc(NC(=O)c3ccccc3)c2)c1O	-74
COc1ccc2nc3sc(C(=O)N4CCN(C)CC4)cc3cc2c1	5&-4
O=C(c1cccs1)N1N=C(c2cccs2)CC1c1ccc(F)cc1 (stereo not drawn)	-27
CCOC(=O)C1=C(C)NC(C)=C(C(=O)OCC)C1c1ccc(-c2cccc([N+](=O)[O-])c2)o1	-18
CC1CCN(S(=O)(=O)c2ccc3c(c2)N(CC(=O)NCc2cccnc2)C(=O)CS3)CC1	0
Cc1c(Cl)cccc1NC(=O)COc1ccc(C(C)C)cc1	2
O=C(c1ccc(SCc2cccnc2)c([N+](=O)[O-])c1)N1CCc2ccccc21	-72
COc1cc2[nH]c(=S)nc(NCCCN3CCCC3=O)c2cc1OC	-3
CCOC(=O)c1cccc2c1NC(c1ccc([N+](=O)[O-])cc1)C1CC=CC21 (stereo not drawn)	-24
CC(O)c1ccc2c(c1)OCCOCCN(C)CCOCCO2 (stereo not drawn)	-6
CCCC(=O)N(c1ccc2oc(=O)sc2c1)S(=O)(=O)c1ccccc1	-9
COc1ccc(C2C3=C(CC(c4ccc(Cl)cc4)CC3=O)Nc3ccccc3N2C(C)=O)cc1 (stereo not drawn)	-1
CC(C)(C)C(=O)CSc1nc2ccccc2c(=O)n1CCC1=CCCCC1	-6

canonical_smiles	14-3-3 PPI
CCn1c(=N)n(CCO)c2ccccc21	-1
CCN(CC)CCNC(=O)c1cn(C2CCCCC2)c(=O)c2c1c1ccccc1n2C	-8
O=[N+]([O-])c1cc(Cl)ccc1N1CCN(S(=O)(=O)c2cccc3nsnc23)CC1	6
Cc1cc(C)n(S(=O)(=O)c2ccccc2)n1	-5
CCOC(=O)C1=C(C(F)(F)F)NC2(O)c3ccccc3C(=O)C12O (stereo not drawn)	3
O=C(NCc1ccc2c(c1)OCO2)C1CCCN(S(=O)(=O)c2cccnc2)C1 (stereo not drawn)	-5
C/C(N)=C(/C#N)C(=O)CSc1ccc2c(c1)OCCO2	3
CCOC(=O)C1(O)CSc2nc3sc(C(=O)O)c(C)c3c(=O)n21 (stereo not drawn)	10
CCOc1ccccc1CN(CCc1ccc2c(c1)OCO2)Cc1cccnc1	-3
COc1c(C(=O)N2CCCC2)ccc2ccccc12	8
O=C(Nc1cccc(O)c1)c1ccc([N+](=O)[O-])cc1Cl	0
Cc1sc2ncn(CC(=O)NC3CCCCC3)c(=O)c2c1S(=O)(=O)N1CCC(C)CC1	-19
CCc1cc(C(=O)OC)c(NC(=O)c2cc(Br)cs2)s1	1
CCOC(=O)C1=C(C)NC2=C(C(=O)CCC2)C1c1cc(Br)c(O)c(OCC)c1 (stereo not drawn)	2
O=C1c2cccc3cccc(c23)C(=O)N1CC1CCN(CC(O)COCc2ccc3c(c2)OCO3)CC1 (stereo not drawn)	-6

canonical_smiles	14-3-3 PPI
COc1cc(C2C(=O)N(C3CCCCC3)CC(=O)N2Cc2ccc(F)cc2)ccc1OC(C)C (stereo not drawn)	-2
COc1ccc(CN2CCN(Cc3cc(Br)ccc3OC)CC2)cc1	4
COCc1cc(C)nc(Nc2ccccc2C)c1C#N	1
O=C1c2ccc([N+](=O)[O-])cc2C(=O)N1C1C(=O)N(c2ccc(Br)cc2)C1c1ccc2c(c1)OCO2 (stereo not drawn)	-1
Cc1nn(C(=O)COc2ccc(Cl)cc2)c(C)c1Sc1ccc(Cl)cc1	-5
O=C(CCCNS(=O)(=O)c1cccc2nsnc12)NC1CCCCC1	-5
COc1ccc(C(=O)Nc2ccc3oc(-c4ccccc4Cl)nc3c2)cc1[N+](=O)[O-]	-19
Cc1cc(=O)n2ccsc2n1	-10
CCN1C(=O)CC(C(=O)Nc2ccccc2)SC1=Nc1ccccc1 (stereo not drawn)	-6
CCOC(=O)c1c(NC(=O)CN2CCCCC2)sc2c1CCN(C(=O)OCC)C2	3
O=C1C2CCCN2C(c2ccc(Cl)cc2)N1c1nccs1 (stereo not drawn)	-5
O=C(Oc1ccccc1Cl)c1cc(S(=O)(=O)N2CCCCCC2)ccc1Cl	-12
COc1ccc(-c2cc(C(=O)NCc3ccco3)c3cc(C(C)C)ccc3n2)cc1	-57
CCOC(=O)C1C(C)=NC(=O)NC1C=Cc1ccccc1 (stereo not drawn)	-67
Cc1ccc(S(=O)(=O)CCC(=O)Nc2ccc(Cl)c(C(F)(F)F)c2)cc1	-61

canonical_smiles	14-3-3 PPI
CCOC(=O)c1c(C)oc2cc(Br)c(OC(=O)C(C)C)cc12	6
CC(NC(=O)C12CC3CC(CC(C3)C1)C2)C(=O)Nc1ccc(S(=O)(=O)Nc2nccs2)cc1 (stereo not drawn)	14
Cc1ccccc1Cn1c(=N)n(CC(=O)O)c2ccccc21	0
c1cncc(-c2noc(COc3cccc4ccccc34)n2)c1	-7
NS(=O)(=O)c1ccc(N2C(=O)C(=O)/C(=C(/O)c3ccccc3)C2c2ccccc2F)cc1 (stereo not drawn)	9
CCOC(=O)Nc1ccc(S(=O)(=O)Nn2cnnc2)cc1	-2
COC(=O)C1C(=O)NCC1c1ccccc1 (stereo not drawn)	10
CCc1ccc(CNC(=O)C2CC(=O)N(CCc3ccc(C)cc3)C2)cc1 (stereo not drawn)	1
CN(CCCC(=O)NCc1ccco1)S(=O)(=O)c1ccccc1	-4
CCCCc1ccc(N2C(=O)c3cccc(Cl)c3C2=O)cc1	-4
CCCC(CCC(=O)NC1CCCCC1)C(=O)O (stereo not drawn)	-1
Cc1ccc(NC(=O)c2cnn3c2NC(c2ccco2)CC3C(F)(F)F)c(C)c1 (stereo not drawn)	-207
O=C(NCc1ccccc1)C1CC2CCCC(C1)C2=O (stereo not drawn)	4
CC(C)OP(=O)(OC(C)C)C(O)c1ccc(N(C)C)cc1 (stereo not drawn)	-2
CCCCOc1ccc(-c2cc(C(=O)OC)c3ccccc3n2)cc1	-10

canonical_smiles	14-3-3 PPI
CN(C)c1ccc(C2(c3ccc(N(C)C)cc3)OC(=O)c3ccccc32)cc1	-1
Cc1cc(C)nc(N(C#N)Cc2ccc(Br)cc2)n1	-1
Cc1cc(=O)[nH]c(SCC2COC3(CCCCC3)O2)n1 (stereo not drawn)	5
CCNc1nc2c(c(=O)n(C)c(=O)n2C)n1Cc1ccc(Cl)cc1	-5
Cc1ccc(NC(=O)c2c(-n3c(C)ccc3C)sc3c2CCCC3)cc1	-81
Cc1c(C)c2ccc(OCC(N)=O)cc2oc1=O	-9
Cc1ccc(C(=O)Nc2nccs2)cc1S(=O)(=O)N1CCCCC1	-15
COc1ccc(Cl)cc1NC(=O)C1c2ccccc2C(=O)N(C)C1c1cccs1 (stereo not drawn)	0
CCOC(=O)N1CCC(N(CCCOC)C(=O)Nc2ccc(CC)cc2)CC1	-6
Cc1c(CN2CCCCC2C)c(=O)n(-c2ccccc2)n1C (stereo not drawn)	-2
CSc1ccccc1NC(=O)Cn1c2ccccc2c(=O)c2ccccc21	-3
CCCNS(=O)(=O)c1ccc(CCC(=O)N2CCOCC2)cc1	-4
CCOc1cccc2cc(C(=O)NC(C)=O)c(=Nc3cccc(C)c3)oc12	4
CC(C)CCSc1nc(N)c2c3c(sc2n1)CCCC3C (stereo not drawn)	2
Cc1cccc(CC(=O)N2CC(=O)Nc3ccc(F)cc3C2c2ccc(F)cc2)c1 (stereo not drawn)	-4

canonical_smiles	14-3-3 PPI
Cn1ccnc1SCC(=O)Nc1ccccc1F	-6
O=C(O)CCCCCN1C(=O)CSC1=S	-6&-122
O=C(CCCCCn1c(=S)[nH]c2ccccc2c1=O)NCc1cccs1	-5
COc1ccc(OCC(=O)NCCSc2ccccn2)cc1	10
CC(NC(=O)c1cccs1)C(c1cccs1)N1CCOCC1 (stereo not drawn)	-6

High-throughput results: PubChem, Emory University Molecular Libraries Screening Center
